Arr AP2 block = inhibitors of human beta-arrestin and AP2 interaction; FITC-arrestin peptide / GST-AP2 beads, flow cytometry; AP2 beta2 appendage carries R879A mutation; inhibition, % at 10 µM; actives 0.31% (n = 340,000); AID 504490;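 active = inhibition above a set limit, near 3 SD of compounds lacking own fluorescence, cut at about 54% in these data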;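 note: plate controls were DMSO wells for no effect and 5 µM unlabelled arrestin peptide for full effect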
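System: GST-AP2 R879A glutathione beads | Also added: FITC-arrestin peptide, 50 nM | Times: 12 min plus 1 h, RT | Signal: Bead flow cytometry, FITC channel | Buffer or medium: PBS with 0.05% Tween 20 and 0.1% BSA | Read-out basis: Percent drop in bead-associated FITC signal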
cardiac RTF act = cardiac RTF calcium sensitization. P19429+P45379. IANBD-labeled TnC RTF fluorescence at EC20 calcium; 0% EC20 calcium, 100% full calcium. activation, % at 7.2 µM. actives 0.24% (n = 340,000). AID 493008;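 active = activation above the mean over all tested compounds plus 3 SD, cut at about 30% in these data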;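 note: rise in fluorescence read as greater calcium sensitivity of cardiac thin filaments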
RTF Ca sens inh = cardiac RTF calcium desensitization. AID 493244. inhibition, % at 7.15 µM. actives 0.12% (n = 340,000). IANBD-labeled cardiac RTF, Ca2+ fluorescence;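 active = inhibition above the mean inhibition of all tested compounds plus 3 SD, cut at about 17% in these data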;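 note: assay run at fixed EC70 calcium of 1.6 mM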
LANA DNA inh = blocks KSHV LANA C-terminal domain binding to DNA; MBP-C-LANA/FAM-LBS DNA binding, fluorescence polarization; inhibition, % at 9 µM; actives 0.078% (n = 340,000);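 active = highest replicate inhibition at or above 60% at 9 µM, even if other replicates fall short; inactive = all replicates below 60% inhibition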;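 note: 0% = neutral control wells and 100% = 4 µM acridine orange control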
Pemphigus Ab inh = inhibitors of pemphigus antibody binding to human desmoglein-3 | AID 588358 | DSG3-coupled beads, scFv-anti-DSG3-GFP binding, flow cytometry; hits give low values | binding (percent of control), % at 10 µM | actives 0.48% (n = 310,000);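 active = binding more than 3 SD below its plate's average and above zero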;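 note: hits lower antibody fragment binding to DSG3; some compounds called inactive have numbers as strong as hits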
OPRM1-OPRD1 inv = inverse agonists of human mu-delta opioid receptor heterodimerization | AID 504357 | cell-based MOR-DOR heterodimer luminescence, inverse agonism | actives 0.21% (n = 340,000) | inhibition, % at 9.3 µM | P35372+P41143; in the data active = inhibition above about 22%, passing the limit was not always enough;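 note: 0% = cells with DMSO and 100% = wells without cells with DMSO; values of inactives mirror those of a sister screen read the other way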
V-ATPase pH = yeast V-ATPase proton transport regulation by pHLuorin; AID 504577; response, % at 10 µM; actives 0.37% (n = 350,000); S. cerevisiae, pHLuorin cytosolic pH fluorescence; in the data active = response mostly above about 7.3%, no sharp cut-off; inactive = mostly below about 5.4%; note: actives read high; inactives centre near 0; some compounds called inactive have numbers as strong as hits; reference of the scale not given here
Keap1-Nrf2 PPI = Keap1-Nrf2 (human) interaction inhibition. Q14145. Keap1 Kelch-Nrf2 peptide fluorescence polarization, 1536-well. inhibition, % at 9.4 µM. actives 0.15% (n = 340,000); in the data active = inhibition above about 12%;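 note: human Keap1 Kelch domain with fluorescein labeled Nrf2 9mer peptide probe; 0% = neutral control wells and 100% = peptide positive control; higher means more block of Keap1 binding to Nrf2 peptide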
Target sequence (Q14145 whole entry, looked up, the tested form may be a part): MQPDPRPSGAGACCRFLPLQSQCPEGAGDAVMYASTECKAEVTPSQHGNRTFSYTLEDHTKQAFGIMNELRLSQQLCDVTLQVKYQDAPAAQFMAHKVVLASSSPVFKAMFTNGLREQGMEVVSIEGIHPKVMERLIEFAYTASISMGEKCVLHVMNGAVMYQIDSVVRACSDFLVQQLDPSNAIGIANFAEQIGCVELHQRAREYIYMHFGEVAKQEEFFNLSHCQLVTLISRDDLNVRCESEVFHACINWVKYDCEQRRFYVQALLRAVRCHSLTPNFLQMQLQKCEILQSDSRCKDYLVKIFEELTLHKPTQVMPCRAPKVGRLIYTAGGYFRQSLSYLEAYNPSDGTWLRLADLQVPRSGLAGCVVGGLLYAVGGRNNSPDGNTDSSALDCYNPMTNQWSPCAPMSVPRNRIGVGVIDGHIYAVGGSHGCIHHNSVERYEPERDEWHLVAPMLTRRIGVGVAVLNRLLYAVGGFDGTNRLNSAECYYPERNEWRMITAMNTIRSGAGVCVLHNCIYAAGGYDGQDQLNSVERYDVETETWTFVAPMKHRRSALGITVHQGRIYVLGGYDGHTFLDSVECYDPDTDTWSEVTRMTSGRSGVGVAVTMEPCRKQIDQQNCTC
Wnt bcat act = activates Wnt/beta-catenin signaling in a reporter cell assay; activation, % at 9.35 µM; activator, plate reader; actives 1.2% (n = 300,000); in the data active = activation above about 30%, passing the limit was not always enough;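 note: 0% = neutral control wells and 100% = positive control wells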
MOR-DOR ag = OPRM1-OPRD1 heterodimerization agonism. P35372+P41143. cells, luminescence. activation, % at 9.3 µM. actives 0.3% (n = 340,000). AID 504326; in the data active = activation above about 18%;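 note: 0% = vehicle-treated cells and 100% = reference agonist; values of inactives mirror those of a sister screen read the other way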
Numbers without * were called inactive; / = no result given.

SMILES	Arr AP2 block	cardiac RTF act	RTF Ca sens inh	LANA DNA inh	Pemphigus Ab inh	OPRM1-OPRD1 inv	V-ATPase pH	Keap1-Nrf2 PPI	Wnt bcat act	MOR-DOR ag
Fc1ccc(/C=N/N2CCN(Cc3ccccc3)CC2)cc1	-1	-6	-9	-0.2	101	-22	-2	-3	1	4.4
FCCCOc1ccc(/C=N/OCc2ccc(Cl)cc2)cc1	-7	0	3	1.5	/	-9	0	-5	/	2.1
O=C(Cc1cccs1)NCc1cccc(Cl)c1	7	-2	0	-0.2	101	8	0	0	8	-1.8
Cn1c(=O)oc2cc(S(=O)(=O)NCc3ccc(Cl)cc3)ccc21	-19	-5	-1	0.0	100	17	1	1	-1	-3.2
COc1ccc(-c2csc(NC(=O)C(CC(=O)O)N3CCOCC3)n2)cc1 (centres undefined)	29	8	-3	3.2	99	13	0	-2	1	-2.7
Cc1ccc(-c2nnc(NC(=O)c3c(F)cccc3Cl)s2)cc1	11	1	-2	0.5	111	3	-1	-9	3	-0.5
CC1CCCC(C)N1C(=O)CSc1nnnn1Cc1ccccc1 (centres undefined)	-8	3	-5	2.3	99	16	2	1	-9	-2.8
CCN(Cc1ccccc1)S(=O)(=O)c1cc(C(=O)c2c(N)n(C)c(=O)n(C)c2=O)ccc1OC	17	-2	-1	0.8	104	11	-2	0	-1	-2.0
COc1ccc(C(=O)C2CCCN(C/C=C/c3ccccc3OC)C2)c(OC)c1 (centres undefined)	-3	0	2	-1.1	99	-17	0	-3	-3	2.4
Cc1cccc2cc3c(NC(=O)C(C)C)nn(C)c3nc12	0	6	-10	-0.7	108	8	-2	-5	/	-1.4
COc1ccc(CNC(=O)CCC(=O)Nc2cccnc2)cc1	-4	0	2	-2.2	114	19	-1	-6	0	-3.8
CN1C(=O)N(c2nnc(C(C)(C)C)s2)C(=O)C1c1ccccc1 (centres undefined)	14	6	-11	-0.2	113	1	1	-3	-3	-0.2
Cc1c(C(=O)NC2CCCCC2)oc2c1C(=O)CC(C)(C)C2	-4	2	0	-0.1	97	6	-3	0	/	-1.1
Cc1ccc(C(c2sc3nc(C)nn3c2O)N2CCN(c3ccc(F)cc3)CC2)cc1 (centres undefined)	0	-4	1	2.2	102	3	-9	-2	0	-0.5
O=C(CCCNC(=O)c1ccc(Cl)cc1)Nc1ccccc1C(F)(F)F	2	3	-10	1.5	96	-11	-1	-1	0	2.4
CN1CCN(C(=O)c2cccn(Cc3ccc(C(F)(F)F)cc3)c2=O)CC1	10	1	7	1.7	92	7	-5	-1	1	-1.2
Cc1ccccc1NC(=O)CN1CCN(Cc2ccccc2)CC1	0	11	-8	1.6	119	-4	-1	2	1	0.9
O=C(Nc1cc(Br)ccc1O)c1cc(-c2cccs2)on1	-7	-1	2	0.6	109	-5	2	-4	12	0.9
CC(=O)Nc1ccc(NC(=O)COC(=O)c2cc([N+](=O)[O-])ccc2N2CCOCC2)cc1	-5	1	-1	-1.3	116	19	-1	-3	-4	-5.9
CCCCN(C(=O)CSCC(=O)Nc1ccc(C)cc1)c1c(N)n(CC(C)C)c(=O)[nH]c1=O	32	-5	-2	1.3	102	12	0	3	1	-3.1
CCOC(=O)Cc1cc(=O)[nH]c(/N=C(/NC(=O)c2ccccc2)Nc2ccccc2C(F)(F)F)n1	28	0	-4	-0.5	99	13	-6	0	/	-2.5
CC(C)(C)Nc1c(-c2cccs2)nc2ccccn12	9	-2	-1	-1.7	98	10	-4	-4	-1	-1.7
O=C(NCCC1CCCCN1S(=O)(=O)c1ccccc1)C(=O)NCc1ccccc1F (centres undefined)	-10	-7	12	0.5	102	7	-2	-1	6	-1.0
Cc1cccc(NC(=O)c2cn(-c3ccccc3)nc2-c2ccccc2)c1	10	-4	-3	-0.7	97	-1	0	0	5	0.2
CC(c1ccccc1)N1C(=O)c2ccc(C(=O)NCc3ccco3)cc2C1=O (centres undefined)	-2	-2	-10	0.2	112	-4	-1	-6	-1	0.8
COc1ccccc1CNC(=O)c1cccnc1	33	-8	1	-4.0	113	-2	-4	2	-2	0.4
CC(C)CCN(C(=O)c1ccncc1)c1c(N)n(Cc2ccccc2)c(=O)[nH]c1=O	2	2	-7	0.1	/	5	2	-6	-6	-1.2
CN(C)S(=O)(=O)c1ccc(NC(=S)NC(=O)Cc2ccccc2)cc1	10	-2	-13	-0.7	92	14	1	-3	-2	-2.3
O=[N+]([O-])c1ccc(S(=O)(=O)Nc2nnc(C3CCCCC3)s2)cc1	-8	0	-12	2.4	113	-11	3	0	-1	1.6
Cn1nc(C(=O)NCc2cccc(F)c2)cc1C(=O)NCc1cccc(F)c1	-1	-1	-2	2.6	100	-1	1	-6	-1	0.2
CCOc1ccc2c(C)c(C)c(=O)oc2c1OCC	21	-1	-5	-0.7	101	6	6	3	/	-1.1
COc1ccc(S(=O)(=O)N2CCN(C(=O)c3c(C)nn(-c4ccccc4)c3Cl)CC2)cc1	0	2	4	-1.2	108	10	0	2	/	-1.7
CCCSC1=C(C#N)C(c2ccccc2C)C(C(=O)OC)C(=O)N1 (centres undefined)	2	2	-8	-2.5	85	-13	2	-4	-1	2.2
O=C(O)c1ccc(N/N=C/c2cn(Cc3ccc(F)cc3)c3ccccc23)cc1	3	0	5	6.7	99	-13	-3	-9	9	2.5
COc1ccccc1NS(=O)(=O)NC(=O)c1cn(C)c2ccccc12	10	-3	-2	-0.2	/	5	2	1	0	-0.9
CC12CCC(C(=O)NCc3ccccc3)(OC1=O)C2(C)C (centres undefined)	15	1	-31	-1.9	101	8	-2	-2	-3	-1.5
O=C(COC(=O)c1cc(=O)[nH]c2ccccc12)NC1CCCCCCC1	5	6	-21	0.0	95	-6	0	-4	0	1.2
O=C(CN1CCCCC1)NN(Cc1ccccc1)c1ccccc1	-4	12	-3	1.8	98	11	-1	-4	-2	-1.9
CCC(C)[C@H](NC(=O)N1CC(=O)Nc2ccccc21)C(=O)Nc1nccs1 (some centres undefined)	-6	-4	-1	-1.2	102	15	2	-4	-2	-2.9
Cc1cccn2cc(COc3cccc([N+](=O)[O-])c3)nc12	35	7	-3	-0.4	104	-3	0	-2	18	0.6
COc1cc2c(cc1NC(=O)C(C)N1CCN(S(=O)(=O)c3ccccc3[N+](=O)[O-])CC1)oc1ccccc12 (centres undefined)	4	5	-4	3.5	101	3	5	-3	-1	-0.6
CN(C)S(=O)(=O)c1ccc2oc(SCC(=O)NCC(F)(F)F)nc2c1	6	-3	2	-1.9	110	16	-3	4	1	-3.2
NC(=O)C1CCN(C(=O)CCc2nc3sc4c(c3c(=O)[nH]2)CCCC4)CC1	0	7	2	/	103	8	-2	/	1	-1.6
CCCCn1c(NS(=O)(=O)c2ccc(C)cc2)c(S(=O)(=O)c2ccccc2)c2nc3ccccc3nc21	9	-24	2	29	106	25	-12	-10	/	-4.7
CCOC(=O)C1CCCN(C2=NC(=O)/C(=C/c3ccc(O)c(OC)c3)S2)C1 (centres undefined)	20	16	-15	-15	109	-1	5	-10	6	0.3
Cc1ccc(N=Nc2c(N)[nH]n3c(=O)cc(-c4ccccc4)nc23)cc1	-6	-6	2	-0.2	93	9	1	-2	/	-1.8
CCC1Oc2ccccc2N(CC(=O)NCCC2=CCCCC2)C1=O (centres undefined)	-5	3	-12	-1.1	83	-11	4	-3	/	2.1
C#CCN1C(=O)S/C(=C/C=C/c2ccc(N(C)C)cc2)C1=O	-3	22	-37	-1.7	138	7	1	-5	45*	-1.4
O=C(OCCOc1cccc(Cl)c1)C1CCN(S(=O)(=O)c2ccccc2)CC1	-13	2	-5	-1.3	113	-3	3	-9	2	0.8
COc1ccc(C(=O)Nn2c(SCC(=O)NCc3ccccc3)nc3ccccc3c2=O)cc1	-9	2	-2	-0.7	103	19	-2	-2	/	-4.3
COc1ccccc1NC(=O)COC(=O)c1cc([N+](=O)[O-])ccc1N1CCCC1	-18	4	-6	0.1	84	16	0	0	-2	-3.9
Cc1c(C)c2c(OCC(=O)NCC(C)C)cc3c(c2oc1=O)CCC(C)(C)O3	-10	-1	0	1.6	97	4	4	-3	1	-0.7
COc1ccc(C(=O)Nc2ccc3ncccc3c2)cc1	-6	7	-3	0.3	116	12	-3	-3	0	-2.5
Cc1ccnc(SCc2cn3c(C)cccc3n2)n1	9	0	-5	0.0	96	10	-1	2	/	-2.0
Cc1ccc(C(CC(=O)N2CCCC2)c2ccccc2)c(O)c1C (centres undefined)	20	-6	1	4.2	115	11	-2	3	-2	-2.3
CC(C)COc1cccc(C(=O)NC2(C)CCS(=O)(=O)C2)c1 (centres undefined)	-5	2	-6	-0.3	109	-4	0	-4	3	0.6
C=CC(COCc1ccccc1)N([C@@H](Cc1ccccc1)C(=O)OC)S(=O)(=O)c1ccccc1Br (some centres undefined)	36	-7	-4	0.2	103	8	5	3	-5	-1.3
CC(/C=C/c1ccco1)=N\NC(=O)c1cccc(Cl)c1	3	0	-4	-1.3	86	6	3	-1	1	-1.2
COc1cc(C2SCC(=O)N2c2c(C)n(C)n(-c3ccccc3)c2=O)ccc1O (centres undefined)	2	-4	0	0.2	100	7	3	4	5	-1.3
COc1ccc(/C=C/c2ccc3ccccc3[n+]2C)cc1OC	-3	3	-10	-2.3	144	-3	4	-15	/	0.7

A run of entries from the list above, as a working copy:
SMILES	Arr AP2 block	cardiac RTF act	RTF Ca sens inh	LANA DNA inh	Pemphigus Ab inh	OPRM1-OPRD1 inv	V-ATPase pH	Keap1-Nrf2 PPI	Wnt bcat act	MOR-DOR ag
CC(C)COc1cccc(C(=O)NC2(C)CCS(=O)(=O)C2)c1 (centres undefined)	-5	2	-6	-0.3	109	-4	0	-4	3	0.6
C=CC(COCc1ccccc1)N([C@@H](Cc1ccccc1)C(=O)OC)S(=O)(=O)c1ccccc1Br (some centres undefined)	36	-7	-4	0.2	103	8	5	3	-5	-1.3
CC(/C=C/c1ccco1)=N\NC(=O)c1cccc(Cl)c1	3	0	-4	-1.3	86	6	3	-1	1	-1.2
COc1cc(C2SCC(=O)N2c2c(C)n(C)n(-c3ccccc3)c2=O)ccc1O (centres undefined)	2	-4	0	0.2	100	7	3	4	5	-1.3
COc1ccc(/C=C/c2ccc3ccccc3[n+]2C)cc1OC	-3	3	-10	-2.3	144	-3	4	-15	/	0.7

(cont.)
SMILES	Arr AP2 block	cardiac RTF act	RTF Ca sens inh	LANA DNA inh	Pemphigus Ab inh	OPRM1-OPRD1 inv	V-ATPase pH	Keap1-Nrf2 PPI	Wnt bcat act	MOR-DOR ag
COc1ccc(CN(C)CC(O)COC(c2ccccc2)c2ccccc2)c(OC)c1OC (centres undefined)	-5	0	-13	-1.0	110	-10	1	3	-5	1.8
O=C(CSc1ncn[nH]1)NCCOc1ccccc1	-1	3	-9	-2.6	106	5	-1	4	-1	-0.9
Cc1ccc2c(Cl)c(C(=O)Nc3nn[nH]n3)sc2c1	17	/	/	-0.8	109	/	-3	-1	0	/
C[C@H](NC(=O)OC(C)(C)C)C(=O)N/N=C/C1=Cc2ccccc2OC1	17	2	1	0.4	114	8	1	1	-1	-1.6

Wnt bcat act: what is marked active above.
Structure	Arr AP2 block	LANA DNA inh	Pemphigus Ab inh	OPRM1-OPRD1 inv	V-ATPase pH	Keap1-Nrf2 PPI	Wnt bcat act	MOR-DOR ag
C#CCN1C(=O)S/C(=C/C=C/c2ccc(N(C)C)cc2)C1=O	-3	-1.7	138	7	1	-5	45*	-1.4
